Screening results from PubChem BioAssay.
Growth percent in the NCI-60 one-dose screen (48 h, 10 µM unless noted): 100 = growth as untreated, 0 = no growth, -100 = all killed.
TK-10 – TK-10 renal cancer cells. AID 1794769. 3.9% of 81,000 active
SN12C – SN12C renal cancer cells; 3.8% of 81,000 active; AID 1794767
786-0 – 786-0 renal cancer cells | AID 1794775 | 5.1% of 81,000 active
ACHN – ACHN renal cancer | 4.9% of 81,000 active
RXF 393 – RXF 393 renal cancer cells | 6.9% of 77,000 active
CAKI-1 – CAKI-1 renal cancer; 4.7% of 75,000 active; AID 1794772
A498 – A498 renal cancer cells | 5.4% of 76,000 active
DU-145 – DU-145 prostate cancer; 4.2% of 81,000 active; AID 1794760
UO-31 – UO-31 renal cancer. 5.2% of 81,000 active
An asterisk follows results filed as active; x = no result given; & = joins results of further samples. How the source made its calls: active means growth percent below 10; inactive means the rest.

A first look (four entries):
SMILES	TK-10	SN12C	786-0	ACHN	RXF 393	CAKI-1	A498	DU-145	UO-31
c1ccc(-c2noc3ncnc(Nc4ccc(N5CCOCC5)cc4)c23)cc1	130	95	98	106	105	94	78	103	88
CCOC1C=CC(OC(C)=O)C(COC(C)=O)O1 (stereo not given)	92	101	101	97	107	96	78	115	88
CCOC(=O)c1c2c(n3ccc(NC(=O)OC(C)(C)C)cc13)C(=O)c1ncccc1C2=O	6.2*	-31*	-49*	-41*	-38*	-3.7*	-0.1*	-30*	-76*
CCN1C(=O)N(CC)C2Nn3c(s/c(=C4\C(=O)Nc5ccccc54)c3=O)=NC21 (stereo not given)	14	50	32	54	-1.4*	38	-2.3*	10	55

This part in full, from the start:
SMILES	TK-10	SN12C	786-0	ACHN	RXF 393	CAKI-1	A498	DU-145	UO-31
c1ccc(-c2noc3ncnc(Nc4ccc(N5CCOCC5)cc4)c23)cc1	130	95	98	106	105	94	78	103	88
CCOC1C=CC(OC(C)=O)C(COC(C)=O)O1 (stereo not given)	92	101	101	97	107	96	78	115	88
CCOC(=O)c1c2c(n3ccc(NC(=O)OC(C)(C)C)cc13)C(=O)c1ncccc1C2=O	6.2*	-31*	-49*	-41*	-38*	-3.7*	-0.1*	-30*	-76*
CCN1C(=O)N(CC)C2Nn3c(s/c(=C4\C(=O)Nc5ccccc54)c3=O)=NC21 (stereo not given)	14	50	32	54	-1.4*	38	-2.3*	10	55
C=COC(=O)CCOCC(CC)CCCC (stereo not given)	103	104	91	106	108	96	92	97	79
COc1ccc(/C=C(\C#N)c2cc3ccccc3n2C)cc1	x	45	33	45	-6.3*	33	-13*	3.0*	49
Nc1ccc(OCCOc2ccc([N+](=O)[O-])cc2)cc1	102	102	102	93	116	102	105	97	80
COc1ccc(C(=O)/C=C/c2c(-c3ccc(Cl)cc3)nc3sc(C)nn23)cc1OC	x	94	83	97	x	103	117	94	86
CC(=O)c1sc(/N=C2\NC(=O)/C(=C/c3cn(C)c4ccccc34)S2)nc1C	100	104	96	110	110	x	81	105	88
CC(C)(C)c1ccc(S(=O)(=O)Nc2ccc(NC(=O)C34CC5CC(CC(C5)C3)C4)cc2)cc1	115	93	111	95	110	71	107	112	90
CCOC(=O)Cc1cnn(C)c1NC(=O)c1cc(C)ccc1NC(C)=O	95	86	101	108	107	88	105	116	88
O=C1CC2CC=CCN2C=C1c1cccs1 (stereo not given)	92	93	101	111	102	97	104	100	92
N#Cc1ccc2c(c1)OCO2	95	100	104	104	116	96	110	100	85
CC(CC(=O)O)S(=O)(=O)c1ccc([N+](=O)[O-])cc1 (stereo not given)	93	98	102	117	122	106	62	111	98
CC1(C)C(=O)CC[C@]2(C)[C@H]3C(=O)C=C4[C@@H]5C[C@@](C)(C(=O)Nc6cccc7cccnc67)CC[C@]5(C)CC[C@@]4(C)[C@]3(C)CC[C@@H]12	151	51	94	52	83	36	x	69	58
CC(CC(=O)c1ccc(F)cc1)N1CCN(c2ccccc2)CC1 (stereo not given)	105	102	97	104	105	100	132	111	76
Nc1ccc2c(=O)[nH][nH]c(=O)c2c1	106	102	109	95	118	119	103	121	81
C[C@H]1CCC/C=C/[C@@H]2CC=C[C@H]2[C@H](O)/C=C/C(=O)O1	127	76	103	110	x	104	104	116	91
CC(C)[C@@H](C)/C=C/[C@@H](C)[C@H]1CCC2=C3C=CC4=CC(=O)CC[C@]4(C)[C@H]3CC[C@@]21C	88	101	101	109	x	94	x	105	92
CCOc1ccccc1CN1CCc2nc3cc(C(C)(C)C)[nH]n3c(=O)c2C1	98	104	91	95	93	100	101	115	93
C[C@H](NC(=O)c1snnc1C1CC1)c1c(F)cccc1Cl	129	104	112	92	-23*	115	96	127	94
CCCNC(C)(C)COC(=O)Nc1ccccc1Cl	118	104	104	101	102	95	100	123	94
CCOC(=O)c1cc(C(=O)c2cc(OC)c(OC)c(OC)c2)n2c1ccc1c3ccccc3ccc12	95	95	98	100	109	96	112	108	90
COc1ccc(-c2nc(NCC(=O)c3ccc(Cl)cc3)[nH]c(=O)c2C#N)cc1	82	115	93	106	124	100	111	105	90

Laid out differently: entries from further up
SMILES,TK-10,SN12C,786-0,ACHN,RXF 393,CAKI-1,A498,DU-145,UO-31
CC(CC(=O)O)S(=O)(=O)c1ccc([N+](=O)[O-])cc1 (stereo not given),93,98,102,117,122,106,62,111,98
CC1(C)C(=O)CC[C@]2(C)[C@H]3C(=O)C=C4[C@@H]5C[C@@](C)(C(=O)Nc6cccc7cccnc67)CC[C@]5(C)CC[C@@]4(C)[C@]3(C)CC[C@@H]12,151,51,94,52,83,36,x,69,58

Continuation.
SMILES	TK-10	SN12C	786-0	ACHN	RXF 393	CAKI-1	A498	DU-145	UO-31
Cc1ccccc1-c1nnc(SCc2nnc(-c3cccc([N+](=O)[O-])c3)o2)o1	116	99	102	113	97	89	78	107	86
COc1ccc(-c2ccn(S(=O)(=O)c3ccc(OC)cc3)n2)cc1	x	92	80	91	89	66	50	94	72
COc1ccc2c(c1)CC/C(=C\c1cccnc1Cl)C2=O	98	x	96	104	106	89	110	98	97
Cc1cc(-c2ccccc2)n(/N=C(\N)C(Cl)(Cl)Cl)c(=S)n1	111	98	105	100	x	97	110	107	86
c1cnc(NCCSSCCNc2ncccn2)nc1	102&112	104&107	98&97	106&102	126&105	94&91	99&103	110&105	87&94
COc1cc(CCn2nnc3c(NCCCO)ncnc32)cc(OC)c1	102	103	103	114	125	99	94	107	91
COc1ccc(/C=C2\C=C(c3ccccc3)N(Cc3ccccc3)C2=O)cc1OC	92	86	86	84	105	79	47	103	72
C[C@H]1C=C(C[C@@H](O)CCCCCCCCCC[C@@H](O)[C@H]2CCC(=O)O2)C(=O)O1	100	117	97	97	100	x	163	112	82
O=c1oc2cc(OS(=O)(=O)c3ccccc3)c(Cl)cc2c2c1CCCCC2	107	94	82	99	x	84	92	97	70
Cc1ccc(-c2nc(N3CCCC3=O)sc2Br)cc1	103	79	89	96	79	89	59	103	42
CC(C)(COC(=O)Nc1ccccc1)[N+](=O)[O-]	128	103	106	98	110	110	94	109	94
C=CCn1cc(-c2nc3ccc(C(=C(C#N)C#N)c4ccccc4)cc3[nH]2)c2cc(-c3ccc4ccccc4c3)ccc21	185	98	108	90	115	75	110	108	67
CC(=O)c1cccc(Nc2ncnc3ccc(NC(=O)c4cccs4)cc23)c1	71	69	75	54	72	x	33	66	32
O=C(CSc1nnc(/C=C\c2ccco2)c(=O)[nH]1)c1ccc(Cl)cc1	109	101	90	106	37	95	137	146	67
Cc1noc(NS(=O)(=O)c2ccc(N=Nc3cc(N=Nc4ccc(S(=O)(=O)Nc5onc(C)c5C)cc4)c4c(NC(=O)C(Cl)Cl)cccc4c3OC(=O)C(Cl)Cl)cc2)c1C	135	92	108	68	84	72	80	83	63
O=S(=O)(Nc1cccc2ccccc12)c1ccc(-c2cnc(C3CC3)o2)cc1	93	34	50	37	7.9*	30	x	15	44
COc1cc(-c2nc(SCC(C)C)nc(Nc3ccccc3)c2C#N)cc(OC)c1OC	116	88	95	94	108	77	66	93	73
O=C1C2=C(Nc3ccccc3N2)OC1c1c[nH]c2ccc(COc3ccccc3)cc12 (stereo not given)	97	77	58	77	50	62	97	84	70
O=c1ccn2c(n1)SC(c1ccccc1)C2 (stereo not given)	107	98	100	105	101	120	86	108	89
CCOC(=O)c1c2c(c(C)n1C)-c1[nH]ncc1CC2	105	92	89	82	71	69	90	97	73
O=C(CCN1CCCCC1)C(c1ccccc1)c1ccccc1	99	94	108	104	111	100	94	105	88
CCOC(=O)/C=C/c1ccc(OC)cc1	92	99	97	116	90	100	107	102	96
CCOC(=O)c1sc2ncnc(Nc3ccc(OCc4cccc(F)c4)c(Cl)c3)c2c1C	89	96	94	93	118	96	96	102	92
O=C(O)c1ccc(Br)cc1C(=O)O	100	100	95	105	108	101	100	108	85
Cc1c(C(C)C)cc(C(C)C)c(CN(C)C)c1C	103	101	102	107	105	102	99	111	103
CCCC(=O)Oc1ccc(/C(=C(\C)c2ccccc2)c2ccc(OCCN(CC)CC)cc2)cc1	86	86	71	91	61	97	94	102	51
C=CCn1c(SCC(=O)Nc2ccc(C(=O)/C=C/c3ccc(Br)cc3)cc2)nnc1-c1c[nH]c2ccccc12	96	81	102	88	x	x	89	92	60
C[C@@H]1N=C(c2ccccc2)Nc2nc3ccccn3c2C1=O	135	112	103	97	104	82	85	116	82
S=C(N/N=C\c1ccccc1)N/N=C/c1ccccc1	126	95	108	105	92	80	97	112	83
CC1(C)CC[C@]23CC[C@]4(C)[C@H](CC[C@@H]5[C@@]6(C)C/C(=C/c7ccccc7)C(=O)C(C)(C)[C@@H]6CC[C@]54C)[C@H]2[C@H]1OC3=O	123	94	99	100	112	96	110	101	77
COc1ccc([C@H]2c3[nH]c4ccccc4c3C[C@@H]3C(=O)N(C4CCN(CC5CCCCC5)CC4)CC(=O)N23)c(OC)c1	116	84	72	84	x	81	93	96	52
Cc1ccccc1NC(=O)CN(C)C	87	97	100	100	124	103	84	x	81
O=C(O)/C(=C\c1ccccc1[N+](=O)[O-])c1ccccc1	104	91	116	100	115	90	101	118	86
O=C(O)/C(O)=C(/O)C(=O)O	101	113	102	102	107	109	118	109	104
O=C(/C=C/c1ccc(Cl)cc1)/C=C/c1cc2ccccc2[nH]c1=O	119	63	89	74	38	108	95	79	64
Cc1c(O)cc(-c2cnc(N/N=C\c3ccc(Cl)cc3)s2)c(O)c1C	120	88	110	100	81	92	103	100	75

In a second layout: 3 of the compounds above.
The line under a structure holds: TK-10 | SN12C | 786-0 | ACHN | RXF 393 | CAKI-1 | A498 | DU-145 | UO-31
> Cc1c(O)cc(-c2cnc(N/N=C\c3ccc(Cl)cc3)s2)c(O)c1C
 : 120 | 88 | 110 | 100 | 81 | 92 | 103 | 100 | 75
> C[C@@H]1N=C(c2ccccc2)Nc2nc3ccccn3c2C1=O
 : 135 | 112 | 103 | 97 | 104 | 82 | 85 | 116 | 82
> O=C(O)/C(=C\c1ccccc1[N+](=O)[O-])c1ccccc1
 : 104 | 91 | 116 | 100 | 115 | 90 | 101 | 118 | 86

Additional entries follow:
SMILES	TK-10	SN12C	786-0	ACHN	RXF 393	CAKI-1	A498	DU-145	UO-31
CCCCCCOc1ccc(/C=N/NC(N)=S)cc1	54	22	9.4*	62	23	x	100	72	18
C#CCOc1ccc(/C=N/Nc2nc(-c3ccc(F)cc3)cs2)cc1OC	156	69	84	64	24	56	81	89	48
COc1c(Cl)c2c(c(OC)c1OC)-c1ccc(SC)c(=O)cc1[C@@H](NC(=O)OCC(F)(F)F)CC2	44	24	11	26	19	16	x	-6.5*	29
N=C1/C(=C2\Nc3ccccc3S2)CC(=O)N1c1ccc(C(N)=O)cc1	116	115	99	107	x	100	140	139	91
Nc1nonc1-n1nncc1-c1cccnc1	107	117	104	105	115	95	82	112	93
CCOC(=O)c1cc(C(=O)c2cc(OC)cc(OC)c2)n2ncccc12	64	45	34	53	36	34	-3.0*	37	48
O=C(CNCCO)Nc1ccc2ncnc(Nc3ccc(OCc4cccc(F)c4)c(Cl)c3)c2c1	56	52	70	38	x	63	69	62	50
O=CN1N=C(c2ccc(F)cc2)CC1c1cn(Cc2ccc(Cl)cc2)c2ccccc12 (stereo not given)	85	71	100	78	x	53	52	90	48
O=c1[nH]nc(-c2ccc(Br)cc2)cc1Cc1cccc(Cl)c1	147	98	109	108	x	108	94	111	91
Nc1ccc(-c2nc3ccc4[nH]ncc4c3c3c2CCCC3)cc1F	22	27	37	12	-13*	7.4*	-0.3*	39	-4.2*
O=S(=O)(Nc1ncccn1)c1ccc(-n2c(-c3ccc(F)cc3)nc(-c3ccccc3)c2-c2ccccc2)cc1	89	66	58	78	x	58	27	87	44
CC1(C)CC[C@]2(C=O)CC[C@]3(C)[C@@H](NC(=O)C[C@@H]4[C@@]5(C)CCC(=O)C(C)(C)[C@@H]5CC[C@]43C)[C@@H]2C1	106	102	105	106	107	90	96	107	96
Cc1nn(-c2ccccc2)c2nc3c(cc12)C(=O)c1ccccc1-3	129	106	95	115	116	103	103	119	99
Cc1ccc([N+](=O)[O-])cc1O	110&106	101&92	105&101	104&96	109&106	100&89	95	106&98	86&74
COc1cc(C(=O)c2c(-c3ccccc3)oc3ccccc23)cc(OC)c1O	78	44	36	42	-2.5*	33	1.2*	26	52
COc1cc(C(=O)N(c2ccc(F)cc2)C(C(=O)NCc2ccccc2)c2ccc(OC)c(OC)c2OC)cc(OC)c1OC (stereo not given)	86	84	100	105	100	96	95	106	86
COc1ccc(-c2ccc(NC(=O)Nc3ccc(Cl)c(C(F)(F)F)c3)c(C)n2)cc1OC	88	79	75	x	73	x	58	81	72
NS(=O)(=O)Oc1ccc(C(=O)NC23CC4CC(CC(C4)C2)C3)cc1F	98	107	102	123	104	98	92	106	84
Nc1nc2ncnc3ncn1c32	106	97	95	91	x	87	117	93	83
COc1ccc(N2CCN(c3ncnc4sc5c(c34)CCN(C(=O)OC(C)(C)C)C5)CC2)cc1	112	89	91	98	101	97	105	103	76
CCCC(=O)CC(=O)CC(C)C	91	99	100	108	98	109	110	108	83
CN(C(=O)Nc1ccccc1)c1ccccc1	103	109	94	108	104	106	96	98	92
CCC(C(O)c1ccccc1)[N+](=O)[O-] (stereo not given)	95	102	98	109	105	x	92	96	100
COc1cc(-c2nc3ccccc3[nH]2)ccc1OCC(=O)N=Nc1c(O)[nH]c2ccc([N+](=O)[O-])cc12	124	103	106	106	127	91	111	115	86
Cc1ccc(-c2nc3nc(-c4ccc(F)cc4)nc(N4CCCNCC4)c3o2)cc1	-94*	-91*	-86*	-99*	-80*	-95*	77	-95*	-89*
C=CCn1c(SCC(=O)Nc2ccc(Cl)cc2)nnc1-c1cc(-c2ccc(Cl)cc2)nc2ccccc12	131	102	101	106	122	94	94	116	72
COc1ccc(NC(=O)CSc2nnc(COc3cnc4ccccc4n3)o2)cc1	133	99	109	102	116	79	94	105	72
CC1=C(C(=O)c2cnccn2)C(c2ccc(O)cc2)NC(=O)N1 (stereo not given)	106	99	103	103	100	96	x	102	93
COc1cc(C2Cc3ncccc3-c3nc(N)c4cccnc4c32)cc(OC)c1OC (stereo not given)	112	93	92	89	102	85	99	110	81
CCCCSc1ncc(C)c(NC)n1	109	98	111	117	111	100	78	112	98
